# Screening data deposited in PubChem BioAssay by several laboratories.
# NR2E3 ag-1 – agonists of human nuclear receptor NR2E3; GST-NR2E3/biotin-RetCOR TR-FRET, 1536-well; 0.12% of 320,000 active; Q9Y5X4; AID 2300; inhibition of corepressor binding, % at 4.78 µM;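 active means percent inhibition above the cutoff of mean plus 3 SD of all tested compounds, set per screening campaign, cut at about 20% in these data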;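 further: 0% = DMSO wells and 100% = biotin wells as full block of FRET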
# Target sequence (Q9Y5X4 whole entry, looked up): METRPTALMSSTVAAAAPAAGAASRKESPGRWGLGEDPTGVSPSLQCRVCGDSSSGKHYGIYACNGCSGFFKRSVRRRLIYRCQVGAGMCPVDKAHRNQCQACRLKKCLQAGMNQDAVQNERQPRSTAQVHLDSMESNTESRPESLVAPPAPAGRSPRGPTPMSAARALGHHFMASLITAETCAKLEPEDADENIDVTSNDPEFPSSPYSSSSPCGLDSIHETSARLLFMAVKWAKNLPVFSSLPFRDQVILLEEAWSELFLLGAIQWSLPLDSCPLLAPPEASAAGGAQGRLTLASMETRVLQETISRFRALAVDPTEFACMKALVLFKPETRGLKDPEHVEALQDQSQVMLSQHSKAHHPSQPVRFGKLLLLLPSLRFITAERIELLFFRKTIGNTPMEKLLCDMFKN
#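 system = GST-tagged NR2E3 plus biotinylated RetCOR corepressor | input = 1.35 nM GST-NR2E3 | also added = 7 nM biotin-RetCOR | schedule = 5 h incubation at 4 °C | measured by = TR-FRET with europium anti-GST and streptavidin-D2, 340 nm excitation | read-out = percent loss of FRET ratio relative to control wells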
# LMP1 NFkB inh – reduces LMP1-driven NF-kappaB luciferase signal | LMP1-induced NF-kappaB luciferase reporter cells, luminescence | inhibition, % at 12.5 µM | 0.69% of 350,000 active | AID 504558; in the data active means inhibition above about 41%;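 further: 0% = neutral control wells and 100% = reference inhibitor control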
# NR2E3 ag-2 – human photoreceptor-specific nuclear receptor agonism | 0.35% of 360,000 active | inhibition of corepressor binding, % at 3.98 µM | AID 602229 | CHO-S Gal4-NCOR/VP16-NR2E3 two-hybrid, luciferase;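 active means inhibition above the mean of all tested compounds plus 3 SD, cut at about 70% in these data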;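 further: 0% = DMSO with NR2E3 transfected cells and 100% = cells lacking NR2E3 construct; higher means lower luciferase signal from less NR2E3 corepressor binding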
# TRAIL sens C8 – sensitizes caspase-8 expressing cells to TRAIL; NB7+C8 cells + TRAIL, ATPlite viability luminescence; AID 624354; inhibition (viability loss, TRAIL sensitization), % at 10 µM; 1% of 360,000 active;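 active means compounds causing at least 50% loss of cell viability in the single-dose screen, relative to plate controls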
# MITF TRPM1 inh – MITF TRPM1 promoter inhibition in SK-MEL-5 cells. SK-MEL-5 TRPM1 promoter luciferase, 24 h. AID 488899. inhibition, % at 12.5 µM. 0.83% of 330,000 active;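 active means mean inhibition across replicates of 60% or more, whatever share of single replicates reaches that level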; further: values of inactives mirror those of a sister screen read the other way
# CF NFkB block – inhibitors of cystic fibrosis induced NF-kB | KKLEB NF-kB-GFP reporter, PAF-induced, GFP fluorescence overnight | inhibition, % at 5 µM | 0.86% of 360,000 active | AID 588850;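 active means at least 50% inhibition at 5 µM, scaled per plate between neutral and stimulator controls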;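 further: PAF is a Pseudomonas aeruginosa culture filtrate used as stimulus; plate controls were PAF-stimulated DMSO wells for no effect and unstimulated DMSO wells for full effect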
# HIF-2a inh – inhibitors of HIF-2a; 786-0 RCC cells HIF-2a reporter, luciferase luminescence, overnight; inhibition, % at 18.8 µM; 0.72% of 360,000 active;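 active means inhibition of the luminescence signal of 40% or more relative to plate controls, in a single-dose primary screen at 18.75 µM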
# hiPSC survival – hiPSC single-cell survival enhancement; 0.044% of 360,000 active; AID 602274; ATPlite luminescence; 100% = ROCK inhibitor wells, 0% = DMSO; survival enhancement, % at 20 µM; in the data active means survival enhancement above about 18%;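 further: cells exposed to compounds for 16 hours before the ATP read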
# Peg3 prom inh – inhibitors of Peg3 promoter; AID 588405; HeLa PEG-Prom luciferase reporter, luminescence, overnight; inhibition, % at 20 µM; 1.7% of 360,000 active;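 active means inhibition of at least 50% at 20 µM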
# Shn3 3UTR inh – reduces Shn3 3'UTR luciferase signal in osteoblasts. Clone20 osteoblast Shn3 3'UTR firefly luciferase, 24 h. inhibition, % at 12.5 µM. 0.52% of 360,000 active;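 active means mean inhibition of at least 75% with every replicate also reaching 75%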;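 further: 0% = median of neutral control wells and 100% = pilot-screen positive control compound; some compounds past the cut are filed as inactive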
# KKLEB tox – counter-screen for CF NF-kB inhibitors: cytotoxicity. 0.36% of 360,000 active. KKLEB CF airway cells viability, ATPlite luminescence, overnight; stronger effect = lower value; cells stimulated with P. aeruginosa culture filtrate. AID 602141. activity change (cytotoxicity), % at 5 µM;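 active means corrected activity change at or below -50% at 5 µM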
# The depositor's hits bear a star; . = no result given.
# Order of results: NR2E3 ag-1, LMP1 NFkB inh, NR2E3 ag-2, TRAIL sens C8, MITF TRPM1 inh, CF NFkB block, HIF-2a inh, hiPSC survival, Peg3 prom inh, Shn3 3UTR inh, KKLEB tox
> O=C1/C(=C/c2cccs2)CCc2ccccc21
→ -2, -11, -40, 33, -35, -7, -111, -1.8, -138, -36, -1
> CCCCN(C)C(=O)CCC(=O)NNc1nc2ccccc2c2nc(C)nn12
→ 1, 4, 9, 9, 1, 9, 7, -1.5, 12, 10, -13
> CSc1nc2ccc(NC(=O)c3nn(C(C)C)c(=O)c4ccccc34)cc2s1
→ 0, -9, -55, -7, -81, 1, -292, -0.5, -121, -71, -2
> O=C(CSc1nc2ccccc2o1)NCc1ccc2c(c1)OCO2
→ 1, -22, -23, 12, ., 6, -234, -0.1, -194, -32, 8
> NC(=O)C1CCCN(C(=O)c2ccc3c(c2)NC(=O)CS3)C1 (stereo not given)
→ 1, 3, -14, -1, -7, -2, 1, -0.4, 1, 8, 1
> Cc1cc2cc(C)c(NCCNC(=O)c3cccc(F)c3)nc2cc1C
→ -4, -7, -9, -3, -11, 3, 4, 1.8, 19, -3, -11
> COc1ccc2oc3cc(C)[n+]([O-])c(-c4ccc(Br)cc4)c3c2c1
→ 3, 23, -71, 33, -4, -51, 4, 3.2, 30, 11, -10
> Cc1cc(C)c(NC(=O)CNC(=O)CSc2nnc(N)s2)c(C)c1
→ 5, 0, 11, 0, -7, 2, 14, 0.0, 2, -6, 1
> CCOc1ccc(NC(=O)CN(C)C(=O)C2CSC3(C)CCC(=O)N23)cc1OCC (stereo not given)
→ 5, -4, -37, -20, 1, 4, 11, 0.0, -5, -5, 8
> Cc1ncnc(N)c1CCCNc1ccccc1
→ ., -6, -23, -2, -5, -1, 20, 6.8, -11, 4, 4
> CSc1oc(-c2ccco2)nc1S(=O)(=O)c1ccccc1
→ 2, -8, 5, 6, ., 11, 7, -1.9, -8, -27, -5
> Cc1ccc2nc(SCC(=O)O)nc(C)c2c1
→ 7, -2, -18, 1, 12, -6, -3, -0.7, 7, 16, -5
> O=C(C[C@H]1C/C=C\C[C@H](Cc2ccc(F)cc2)C(=O)OCCNC1=O)NCCO
→ ., -10, -10, -4, 4, -32, 7, 1.1, 1, -1, 30
> CC1(C)CC(=O)N(CC(=O)O)c2ccccc2S1(=O)=O
→ 0, -3, -18, -6, -1, 9, 3, 3.4, 1, 6, 2
> O=C(CCC(=O)N1CCN(S(=O)(=O)c2ccc3ccccc3c2)CC1)NCC(F)(F)F
→ 3, -6, -11, 2, -1, 8, 7, 0.4, 7, -5, -13
> O=C(CCNC(=O)c1ccc(Br)o1)NCc1ccccn1
→ -1, -1, 1, -18, -2, 12, -5, 3.8, 11, 0, 2
> O=C(CNC(=O)c1ccc(Cl)cc1Cl)OCC(=O)N1CCCC1
→ 4, -1, -18, 6, 2, 21, 10, 0.6, -2, -71, -8
> O=C(CSc1nc2ccccc2c(=O)n1CC1CCCO1)NCCc1ccccc1 (stereo not given)
→ -3, -8, 12, -5, -37, 19, -1, -0.5, 6, -17, -8
> CNC(=S)N(Cc1ccc2c(c1)OCO2)C1CC(=O)N(c2ccc(F)cc2)C1=O (stereo not given)
→ -1, 6, -11, -4, 3, 6, 17, 1.3, 26, -1, 0
> O=C(CNC(=S)N(Cc1ccccc1)Cc1cccnc1)NC1CC1
→ 0, -12, -12, -12, -13, -4, 15, -0.2, 2, -19, -5
> O=C(Nc1ccccc1C(=O)NC1CCCC1)NC1CCCC1
→ -1, -10, -2, 2, -6, -3, 13, -1.3, -7, 10, 6
> O=C(c1cc(-c2ccccc2)nc2ccccc12)N1CCOCC1
→ 2, -6, -10, 4, 6, 3, -16, 2.7, 0, 7, 1
> O=C(O)C(Cc1cccs1)c1cccs1 (stereo not given)
→ ., 5, 14, 19, 4, 20, 3, 4.4, 19, 7, 7
> Fc1cccc(Cl)c1/C=C/c1cnc2ccccc2n1
→ 0, 1, -128, 3, 3, 7, -80, 1.0, -97, 11, -8
> CCOC(=O)c1cc(-c2ccc3c(c2)OCO3)nc2onc(C)c12
→ 0, 7, 6, -2, -13, -39, -9, -0.4, -23, -6, 11
> O=S(=O)(Cc1ccccc1)N1CCN(c2ncccn2)CC1
→ 2, -7, 4, 7, 0, -2, -9, 0.0, 12, -26, -14
> CNc1ccccc1C(=O)OCC(=O)N1CCN(c2ccc(OC)cc2)CC1
→ -1, -1, -1, 7, -5, 21, -3, 0.3, 6, 16, -3
> Cc1cc(C)n(-c2nc(NCCCN(C)C)c3c4c(sc3n2)CCCC4)n1
→ -2, ., 10, 22, ., 21, -132, -0.2, 48, -5, -21
> CCOC(=O)N1CCN(CC(O)COCc2cc(OC)c(OC)c(OC)c2)CC1 (stereo not given)
→ 1, -6, 29, -12, 6, 7, 0, -1.9, -3, 1, 10
> C#CCOCCOCCOCCNc1nc(N2CCN(C(=O)[C@H](CCCCN)n3cc(CCCC)nn3)CC2)nc(N2CCN(C(=O)[C@H](CCCCN)n3cc(CCC(=O)O)nn3)CC2)n1
→ 5, 0, -16, 8, -10, -2, 5, -0.7, -9, 4, 1
> CCN(CC(=O)Nc1ccc(NC(C)=O)cc1)C(=O)c1ccc(C(=O)c2ccccc2)cc1
→ 5, -4, -17, -12, 1, 20, 6, 6.2, 2, 0, -9
> COc1ccc(/C(C)=N/Nc2nncc3ccccc23)cc1
→ 1, -11, -139, 60*, -106, -25, -271, -0.5, -267, -76, -17
> COc1ccc(N/C=C\C(=O)c2ccc3c(c2)OCO3)cc1
→ -5, -28, -118, 69*, -55, -2, -93, -3.6, -119, -47, -22
> NC(=O)c1cc(C(=O)c2cccc(Cl)c2Cl)c[nH]1
→ -4, 6, 6, 5, 4, 26, 15, -0.5, 4, 0, 3
> CCCC(=O)N(c1ccc2oc(=O)sc2c1)S(=O)(=O)c1cccs1
→ 1, -7, -11, 2, -3, -5, 6, 0.4, -24, -23, 23
> COc1ccc(Nc2nccc(-c3cccc(N)c3)n2)cc1
→ 3, -57, -30, 28, -4, 71*, -195, -0.6, 73*, -174, 20
> Cc1occc1C(=O)NNC(=O)c1ccc(Br)o1
→ 3, -4, -14, 1, 2, 11, 0, 2.5, 4, -3, 0
> Cc1ccccc1NC(=O)C(Cc1ccccc1)n1cccc1 (stereo not given)
→ 1, 5, -12, 2, -4, 16, 12, -0.6, -18, -2, -4
> NC(=O)Cn1c(=O)oc2ccccc21
→ -3, -11, -27, 4, 5, 24, 2, -4.2, 19, 3, -4
> CCOC(=O)CN1C(c2ccc(O)cc2)Nc2ccc(Br)cc2C1c1ccccc1 (stereo not given)
→ 2, 0, -13, 4, 16, -4, 30, 2.1, 23, 23, 10
> CCCC(C)NC(=S)NC(=O)c1cc(S(=O)(=O)N2CCOCC2)ccc1C (stereo not given)
→ 0, 2, -4, 13, 8, -28, 17, 1.5, -2, 32, 3
> N#Cc1ccc(NC(=S)NC(=O)CCc2ccc(S(=O)(=O)N3CCOCC3)cc2)cc1
→ 3, -6, -34, 15, -12, 8, -28, -0.5, 28, -6, -6
> O=C(CCCNS(=O)(=O)c1cccs1)N1CCN(c2cccc(Cl)c2)CC1
→ -1, 12, 2, -2, 10, -1, 22, -1.5, 30, 12, 3
> O=[N+]([O-])c1ccc(Nc2nc(NCCO)nc(N3CCCC3)n2)cc1
→ 6, -3, -24, -10, 1, -42, 7, 0.7, 18, 0, -1
> Cc1c(NC(=O)NCCN2C(=O)C3C4C=CC(C4)C3C2=O)c(=O)n(-c2ccccc2)n1C (stereo not given)
→ 0, -3, 4, -12, ., 2, 11, 4.3, 3, -28, -11
> CS(=O)(=O)Nc1ccc2c(c1)OCC(=O)N2Cc1ccccc1
→ -3, 5, 3, 4, 2, -3, 16, -0.8, 14, 7, -2
> O=C(OCN1C(=O)c2ccccc2C1=O)c1ccco1
→ 0, 1, -18, -3, 5, -4, 16, -0.2, 16, 0, 3
> COC(=O)CC1SC(=O)NC1=Nc1ccccc1 (stereo not given)
→ -1, -7, -1, 14, 16, 5, 16, 5.3, 13, -34, -2
> COCCNC(=O)C1(C)CCCN(C(=O)c2ccc(F)cc2Cl)C1 (stereo not given)
→ ., ., -20, -10, ., -3, 20, -1.6, 4, -9, 2
> CC1(C(=O)Nc2cccc(C(F)(F)F)c2)Cc2c(-c3cccc(C(F)(F)F)c3)ccnc2O1 (stereo not given)
→ ., ., -19, -19, ., -8, 17, -0.3, 35, 12, 3
> NC(=O)c1oc2ccccc2c1NC(=O)CN1CCCCC1
→ 5, -14, 19, 0, -18, 12, 9, 1.1, -11, -10, 6
> O=C(c1ccncc1)N(Cc1ccccc1)Cc1nc2ccccc2c(=O)[nH]1
→ 0, -2, 7, -30, 7, -5, 18, 4.2, 15, -2, 8
> COc1ccc(-c2csc3ncnc(N4CCN(S(=O)(=O)c5cccs5)CC4)c23)cc1
→ 0, -1, -12, 15, -4, 29, 15, -0.4, 35, 19, 1
> COc1cccc(-c2onc3ccc(C(C)=O)cc23)c1
→ -2, -1, -98, 3, -37, 2, -131, 0.0, -118, -9, 18
> Cc1cccn2c(=O)c3cc(C(=O)N4COCC4(C)C)n(C)c3nc12
→ 0, 2, 1, -2, -1, -31, -53, -1.5, -34, 27, 0
> NC(=O)C1CCN(C(=O)CCc2nc3ccccc3c(=O)[nH]2)CC1
→ -1, 5, -10, -18, 6, 9, 1, 0.6, 12, -5, -14
> COC(=O)Nc1nn(Cc2ccccc2F)cc1Br
→ 3, 1, -27, 3, 9, -11, 15, -1.6, -6, -2, 6
> C=CCOc1ccc(/C=C/C(=O)OCC(=O)N2CCCc3ccccc32)cc1
→ 1, -6, -11, 10, 4, 13, 13, -0.2, 8, 1, -2
> O=C(CCNC(=O)c1ccco1)Nc1ccc(C(F)(F)F)cc1
→ 3, -6, 19, -6, -9, -23, -13, -0.5, -2, -8, 6
> CC(C)C(=O)N1CC(=O)Nc2ccc(F)cc2C1c1ccc(F)cc1 (stereo not given)
→ -2, 1, -30, -13, -4, -13, 8, 1.0, 12, 5, 5

# Continuation:
# Order of results: NR2E3 ag-1, LMP1 NFkB inh, NR2E3 ag-2, TRAIL sens C8, MITF TRPM1 inh, CF NFkB block, HIF-2a inh, hiPSC survival, Peg3 prom inh, Shn3 3UTR inh, KKLEB tox
> Oc1ccccc1NCC(O)Cn1ccc2ccccc21 (stereo not given)
→ -2, -1, -38, 8, -5, -21, -54, 3.8, -64, -21, 11
> O=C(CNC(=O)c1ccco1)OCC(=O)c1ccc(Cl)cc1
→ 4, -2, 21, -1, 7, 7, 22, 2.4, 6, 2, -1
> CCCN1Cc2cccc(C(=O)Nc3ccc(CC)cc3)c2C1=O
→ 4, -15, -12, -5, -22, -9, -27, 2.7, -17, 7, -6
> OCC[C@@H]1C[C@@H](O)[C@H](O)[C@@]2(OCc3ccccc32)O1
→ -2, 1, 1, 7, 4, -2, 7, -1.1, 0, 4, 7
> CC1(c2ccccc2)NC(=O)N(CC(=O)Nc2ccccc2C(=O)NC2CC2)C1=O (stereo not given)
→ 6, -1, -24, 8, 16, 28, 9, -0.3, 19, -15, -4

# These rows are one share of the data; the hit share may differ from the screen's.
